Pin1 inh – human Pin1 inhibition. Q13526. Pin1 FP peptide displacement, HiFluor488, 10 min. Potency, µM (highest dose often 115 µM), for the others: at the top dose activity, negative = inhibition, hits mostly inhibitors. actives 0.009% (n = 390,000). AID 504891; active = well fitted inhibition curve with a large enough effect in the polarisation, with a control signal flat, not every such curve was filed as active; inconclusive = small, poorly fitted or top-dose-only effect, or effect the other way, or a change in a side signal; inactive = no such curve, though single readings can be large or run the other way; the % refers to the polarisation; also: potency is read from the fitted curve at half-maximal effect; % is scaled to controls: 0 for no effect and ±100 for the full control effect
Target sequence (Q13526 whole entry, looked up): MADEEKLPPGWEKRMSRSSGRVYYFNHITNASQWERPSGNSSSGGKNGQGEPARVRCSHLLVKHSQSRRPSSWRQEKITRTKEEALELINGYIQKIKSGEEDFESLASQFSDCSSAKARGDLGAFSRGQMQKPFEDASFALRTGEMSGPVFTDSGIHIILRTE
mIDH1 inhibitor – human IDH1 R132H inhibition; O75874; IDH1-R132H enzyme, NADPH consumption, diaphorase/resazurin fluorescence; Potency, µM (doses to about 76.6 µM), inactives show at the top dose activity change, negative = inhibition, usual class: inhibitors; actives 0.093% (n = 390,000); also: potency is read from the fitted curve at half-maximal effect; % is scaled to controls: 0 for no effect and ±100 for the full control effect; nearly all actives have a fitted effect of over 65% in size
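IDH1-R132H (0.5 ug/mL dispensed) in pH 7.5 Tris buffer was preincubated 30 min with compound, then given a substrate mix of 0.016 mM NADPH and 2 mM alpha-KG for 80 min at room temperature; remaining NADPH was read by diaphorase/resazurin fluorescence.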
USP1 inh – USP1/UAF1 (human) deubiquitinase inhibition; O94782; recombinant USP1/UAF1, Ub-Rhodamine cleavage fluorescence; Potency, µM (doses to about 57.1 µM), without a hit: at the top dose activity change, negative = inhibition, hits mostly inhibitors; actives 0.23% (n = 390,000); also: potency is read from the fitted curve at half-maximal effect; % is scaled to controls: 0 for no effect and ±100 for the full control effect; nearly all actives have a fitted effect of over 60% in size; inactives centre near -12
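USP1/UAF1 complex at 1 nM was preincubated with compound for 15 min at room temperature, then Ub-Rho substrate (150nM final) was added. Fluorescence (480/540 nm) was read kinetically, 6 reads every 60 seconds.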
HP1b binding inh – inhibitors of HP1-beta chromodomain binding to methylated histone tails. P83916. AlphaScreen HP1-beta / biotin-H3K9me3 peptide binding. Potency, µM (series often up to 114 µM), for inactives: at the highest dose activity change, negative = inhibition, usual class: inhibitors. actives 0.56% (n = 390,000); also: potency is read from the fitted curve at half-maximal effect; nearly all actives have a fitted effect of over 70% in size; inactives centre near 23
Target sequence (P83916 whole entry, looked up): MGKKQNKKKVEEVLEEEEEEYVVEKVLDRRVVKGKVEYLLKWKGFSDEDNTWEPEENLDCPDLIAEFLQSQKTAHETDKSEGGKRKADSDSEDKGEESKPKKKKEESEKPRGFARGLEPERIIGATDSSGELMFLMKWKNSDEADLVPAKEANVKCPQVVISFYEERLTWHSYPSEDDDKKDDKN
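AlphaScreen: HP1-beta (50 nM) preformed 30 min with biotin-H3(1-18)K9me3 peptide (50 nM) in PBS pH 7.4, 0.01% Tween-20. Compound added for 30 min at RT, then streptavidin donor/nickel chelate acceptor beads (10 ug/mL) for 30 min.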
PI4K2A block – inhibitors of human PI4K2A. purified PI4K2A, ADP-Glo luminescence, 1 h; hits give low values. AID 1346378. actives 0.13% (n = 420,000). Q9BTU6. activity change, negative = inhibition, % at 76.9 µM; in the data active = activity change below about -50%; inconclusive = mostly about -30% to -49%;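 also: -100% = wells without enzyme as full effect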
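Compounds are screened against recombinant PI4K2A using PI as substrate and ATP, the latter dispensed at 300 microM. Reactions run one hour at ambient temperature before ADP-Glo detection; full inhibition defined by wells lacking enzyme.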
TrxR1 substrate – rat thioredoxin reductase 1 substrate activity | Potency, µM (highest dose often 114 µM), inactives show at the top dose activity change, negative = substrate turnover | O89049 | AID 588456 | purified TrxR1 substrate turnover, NADPH consumption readout | actives 0.01% (n = 390,000); also: potency is read from the fitted curve at half-maximal effect; % is scaled to controls: 0 for no effect and ±100 for the full control effect; nearly all actives have a fitted effect of over 50% in size
Target sequence (O89049 whole entry, looked up): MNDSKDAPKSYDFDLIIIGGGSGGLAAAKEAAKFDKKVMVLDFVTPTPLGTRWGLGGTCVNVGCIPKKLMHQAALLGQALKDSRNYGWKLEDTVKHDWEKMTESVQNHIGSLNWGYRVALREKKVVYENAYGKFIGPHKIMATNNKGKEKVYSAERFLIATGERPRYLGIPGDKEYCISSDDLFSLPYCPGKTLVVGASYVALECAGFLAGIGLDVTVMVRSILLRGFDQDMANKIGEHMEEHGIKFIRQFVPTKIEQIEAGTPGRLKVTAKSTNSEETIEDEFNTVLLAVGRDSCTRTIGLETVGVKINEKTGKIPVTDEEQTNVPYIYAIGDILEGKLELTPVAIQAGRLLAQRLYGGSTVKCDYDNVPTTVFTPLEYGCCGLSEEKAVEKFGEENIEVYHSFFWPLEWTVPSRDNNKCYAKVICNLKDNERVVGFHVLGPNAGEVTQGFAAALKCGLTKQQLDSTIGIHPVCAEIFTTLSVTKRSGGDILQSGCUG
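Rat TrxR1, dispensed at 90 nM, was prereduced with 400 uM NADPH (final) for 5 min at ~22 deg C, then incubated with compound 15 min before 400 uM selenite. A first-read NADPH fluorescence drop versus no-compound background flagged substrates.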
PGK inhibitor – blocks T. brucei phosphoglycerate kinase; P07378; PGK/GAPDH coupled, Kinase-Glo luminescence, 60 min; Potency, µM (doses to about 57.5 µM), for the others: at the top dose activity change, negative = inhibition, hits mostly inhibitors; actives 0.043% (n = 380,000); AID 602233; also: potency is read from the fitted curve at half-maximal effect; % is scaled to controls: 0 for no effect and ±100 for the full control effect; nearly all actives have a fitted effect of over 60% in size
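Luminescent ATP detection (Kinase-Glo Plus) follows a 60-minute room-temperature incubation, with wells lacking PGK as controls. Buffer: 100 mM TEA (pH 7.6), 5 mM MgCl2, 0.01% Tween-20. Coupling enzyme GAPDH (100 nM final) supplies unstable 1,3-BPG in-well.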
TrxR1 inh – inhibitors of rat thioredoxin reductase 1 | O89049 | recombinant rTrxR1, NADPH fluorescence consumption, selenite substrate | Potency, µM (series often up to 114 µM), without a hit: at the top dose activity change, negative = inhibition, actives largely listed as inhibitors | actives 1% (n = 390,000) | AID 588453; also: potency is read from the fitted curve at half-maximal effect; % is scaled to controls: 0 for no effect and ±100 for the full control effect; nearly all actives have a fitted effect of over 65% in size
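Rat TrxR1 (90 nM in the dispensed reagent) was pre-reduced with 400 uM NADPH for 5 min at room temperature, then incubated with compound for 15 min. After 400 uM selenite was added, NADPH fluorescence (Ex 340/Em 450 nm) was followed for 8 min.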
GLS inh – inhibitors of human glutaminase (GLS); O94925; GLS enzymatic activity, qHTS titration; Potency, µM (titrated, usually from 45.5 µM), without a hit: at the top dose activity change, negative = inhibition, usual class: inhibitors; actives 0.21% (n = 410,000); AID 624170; also: potency is read from the fitted curve at half-maximal effect; % is scaled to controls: 0 for no effect and ±100 for the full control effect
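hKGA; 45 mM KH2PO4 pH 8.2 + 0.02% Tween-20; cpd via pin tool; 1 mM Gln soln; GluOx/HRP/Amplex Red; RT 30 min; fluor. t0 & final.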
* = called active by the depositor; i = inactive; ? = inconclusive; . = no result given; [ ] = dose if it differs, or a comment. Unless noted, calls follow the shape of the dose curve; as a rule, active = well fitted curve in the direction sought with a large enough effect; inconclusive = small, poorly fitted or top-dose-only effect, or another doubt; inactive = no such curve, though single readings can be large; an effect the other way counts as inactive or inconclusive. A portion of the library; the hit share may differ from the screen's.

The first 10 records, to show the layout:
Pin1 inh	mIDH1 inhibitor	USP1 inh	HP1b binding inh	compound	PI4K2A block	TrxR1 substrate	PGK inhibitor	TrxR1 inh	GLS inh
-12%	14%	-14%	18µM*	CCOc1ccc(-n2c(N)c(C(=O)NCC3CCCO3)sc2=S)cc1 (centres undefined)	-5	-11%	-13%	-28%	-13%
8%	4%	0%	30%	CC(C)N(C(=O)CO/N=C/c1cccc([N+](=O)[O-])c1)C(C)C	11	-6%	7%	2%	-1%
21%	-4%	-21%	-1%	Cc1cccc(N2CCN(S(=O)(=O)c3ccc(-c4cnc(C5CC5)o4)cc3)CC2)c1C	-4	1%[57.1 µM]	-5%	9%[57.1 µM]	-4%
1%	-3%	-20%	23%	O=S(=O)(c1ccc(Br)cc1)N1CCn2c(nc3ccccc32)C1	1	6%[57.1 µM]	-1%	7%[57.1 µM]	1%
0%	-1%	-2%	32%	COC(=O)COc1cc(=O)oc2ccc(NS(=O)(=O)c3ccccc3)cc12	3	-4%	2%	-1%	0%
-1%	3%	-21%	-2%	COc1ccc(CCNc2nc(-c3cccnc3)nc3ccccc23)cc1OC	3	-4%	-5%	7%	-1%
-4%	2%	16%	33%	NC(=O)CNC(=O)[C@@H]1CC2(CC(c3ccc(Cl)cc3)=NO2)CN1C(=O)c1ccccc1 (some centres undefined)	-4	7%[57.1 µM]	4%	10%[57.1 µM]	-6%
20%	2%	-6%	17%	O=C(CCC(=O)N1CCN(c2ccccn2)CC1)c1ccc(Cl)s1	0	-10%	-1%	?	-1%
0%	0%	-14%	46%[activator]	Cc1cc(OCC(=O)N2CCC(O)(c3ccc(Cl)cc3)CC2)c2c(C)cc(=O)oc2c1	-5	36%[activator]	-6%	43%[activator]	5%
3%	-12%	-10%	29%	CC(=O)Nc1ccc(S(=O)(=O)NCc2ccc(C(=O)N3CCOCC3)cc2)cc1	9	6%	0%	19%	-6%

Main list, repeating the preview:
Pin1 inh	mIDH1 inhibitor	USP1 inh	HP1b binding inh	compound	PI4K2A block	TrxR1 substrate	PGK inhibitor	TrxR1 inh	GLS inh
-12%	14%	-14%	18µM*	CCOc1ccc(-n2c(N)c(C(=O)NCC3CCCO3)sc2=S)cc1 (centres undefined)	-5	-11%	-13%	-28%	-13%
8%	4%	0%	30%	CC(C)N(C(=O)CO/N=C/c1cccc([N+](=O)[O-])c1)C(C)C	11	-6%	7%	2%	-1%
21%	-4%	-21%	-1%	Cc1cccc(N2CCN(S(=O)(=O)c3ccc(-c4cnc(C5CC5)o4)cc3)CC2)c1C	-4	1%[57.1 µM]	-5%	9%[57.1 µM]	-4%
1%	-3%	-20%	23%	O=S(=O)(c1ccc(Br)cc1)N1CCn2c(nc3ccccc32)C1	1	6%[57.1 µM]	-1%	7%[57.1 µM]	1%
0%	-1%	-2%	32%	COC(=O)COc1cc(=O)oc2ccc(NS(=O)(=O)c3ccccc3)cc12	3	-4%	2%	-1%	0%
-1%	3%	-21%	-2%	COc1ccc(CCNc2nc(-c3cccnc3)nc3ccccc23)cc1OC	3	-4%	-5%	7%	-1%
-4%	2%	16%	33%	NC(=O)CNC(=O)[C@@H]1CC2(CC(c3ccc(Cl)cc3)=NO2)CN1C(=O)c1ccccc1 (some centres undefined)	-4	7%[57.1 µM]	4%	10%[57.1 µM]	-6%
20%	2%	-6%	17%	O=C(CCC(=O)N1CCN(c2ccccn2)CC1)c1ccc(Cl)s1	0	-10%	-1%	?	-1%
0%	0%	-14%	46%[activator]	Cc1cc(OCC(=O)N2CCC(O)(c3ccc(Cl)cc3)CC2)c2c(C)cc(=O)oc2c1	-5	36%[activator]	-6%	43%[activator]	5%
3%	-12%	-10%	29%	CC(=O)Nc1ccc(S(=O)(=O)NCc2ccc(C(=O)N3CCOCC3)cc2)cc1	9	6%	0%	19%	-6%
7%	0%	-13%	36%	Cc1ccc(-c2nc(CS(=O)CC(=O)NC3CC3)c(C)o2)cc1 (centres undefined)	-1	4%	i	19%	9%
?	?	-2%	30%[activator]	CCCCC/C=C\C/C=C\C/C=C\CCCCC(=O)O	-18	1%	0%	?	?
-1%	9%	-18%	34%	O=C1C=Cc2ccccc2/C1=C/c1[nH]c(=O)[nH]c1O	-4	30%	-14%	-1%[57.1 µM]	-2%
1%	0%	6%	-2%	COc1ccc(OC)c(CCNC(=O)CCn2c(=O)c3cccn3c3cccnc32)c1	-5	-1%	-10%	18%	-8%
-4%	3%	-11%	34%	COC(C(=O)Nc1ccc(C(C)=O)cc1)c1ccccc1 (centres undefined)	5	-2%[57.1 µM]	-9%	8%[57.1 µM]	0%
-6%	-1%	-16%	-6%	Cc1ccc(O)c(CNc2ccc(S(=O)(=O)Nc3nccs3)cc2)c1	1	4%	i	?	0%
-2%	3%	5%	28%	COCCCNC(=O)c1ccc(NC(C)=O)cc1	0	-4%	4%	8%	1%
-2%	0%	-1%	21%	Cc1nnc(SCCCn2c(N3CCCCC3)nc3c2c(=O)[nH]c(=O)n3C)s1	1	4%	-4%	15%	-5%
3%	4%	-15%	13%	Clc1ccc2c(NCc3ccco3)ncnc2c1	-1	-5%	-1%	-2%[57.1 µM]	5%
-4%	3%	-11%	18%	CCN(C(=O)COC(=O)CCc1ccc(OC)cc1)c1c(N)n(Cc2ccccc2)c(=O)[nH]c1=O	0	5%	3%	17%	0%
2%	-10%	-18%	27%	Cc1cccc(OCC(=O)N2CCC3(CC2)CC(=O)c2ccccc2O3)c1	-2	7%	-4%	7%	5%
7%	-10%	-7%	42%[activator]	Cc1cc(NC(=O)N2CCC(CN3CCOCC3)CC2)ccc1Br	-1	-8%	1%	4%	10%
-10%	-7%	-10%	27%	CC(=O)c1cccc(NC(=O)C2CCCN(S(C)(=O)=O)C2)c1 (centres undefined)	-3	13%	1%	24%	10%
3%	0%	-11%	58%[activator]	Cc1cccc(NS(=O)(=O)c2cc(Cl)ccc2Cl)n1	8	12%	i	14%	-3%
-1%	4%	7%	11%	Cn1c(=O)[nH]c(=O)c2c1nc(SCC(O)CO)n2Cc1ccccc1Cl (centres undefined)	-7	9%	.	25%	0%
-3%	7%	-4%	14%	Cc1ccccc1NC(=O)NC1CCCCC1C (centres undefined)	-2	3%[57.1 µM]	-8%	10%[57.1 µM]	-3%
?	-1%	?	130%[activator]	COc1ccc(C(=O)c2sc3nc(-c4ccccc4)ccc3c2N)cc1	4	-15%	-6%	?	-10%
11%	17%	-21%	47%	COc1ccc(Cl)cc1NC(=O)CCCN1C(=O)C(c2ccccc2)Oc2cccnc21 (centres undefined)	2	-2%	i	25%	-3%
?	-4%	?	9%	O=C(Nc1ccc(OC(F)(F)F)cc1)C1CCCN(S(=O)(=O)c2cccc3nonc23)C1 (centres undefined)	-1	3%	-10%	11%	-3%
1%	8%	-11%	69%[activator]	CSC(=NCc1ccc(F)cc1)NS(=O)(=O)c1cccs1	4	-4%	-4%	-1%	-10%
5%	24%	-14%	45%[activator]	CC1=C(N2CCN(c3ncccn3)CC2)CCC1=O	0	3%	-3%	8%	-1%
-5%	-3%	-16%	5%	O=C(Nc1ccc([N+](=O)[O-])cc1)Nc1ccc(OC(F)F)c(Cl)c1	-1	-13%	3%	-9%	19%
-8%	1%	-23%	2%	CCc1ccc(-c2cc(C(=O)NN3CCN(C)CC3)c3ccccc3n2)cc1	-3	16%	i	0%	16%
0%	14%	-21%	19%	COc1ccc(NC(=O)Nc2ccccc2SC)cc1OC	3	8%	-4%	13%[57.1 µM]	9%
-3%	4%	-6%	11%	CCC(C)NC(=O)/C=C/c1cccs1 (centres undefined)	-1	6%[57.1 µM]	0%	12%[57.1 µM]	1%
12%	9%	-20%	-11%	Cc1ccccc1-c1noc(-c2ccccc2OCC(=O)Nc2ccccc2[N+](=O)[O-])n1	7	2%	-3%	20%	3%
4%	2%	-2%	17%	Cc1cc(NC(=O)Cn2cnc3c(nnn3-c3ccc(C)c(Cl)c3)c2=O)no1	-3	-8%	-2%	7%[57.1 µM]	-1%
-8%	2%	-1%	34%	Cc1cccc(NC(=O)CSCC(=O)N(C)CC(=O)Nc2cccc(F)c2)c1	-3	-10%	3%	-7%	4%
2%	-5%	-14%	12%	O=C(CC1Sc2ccccc2NC1=O)NNC(=O)Nc1ccc(Cl)cc1 (centres undefined)	-10	2%[57.1 µM]	8%	3%[57.1 µM]	-13%
-2%	2%	-13%	43%[activator]	COCCN1C=C(C(=O)OC)C(c2ccccc2C(F)(F)F)C(C(=O)OC)=C1	-3	243%[activator]	-3%	51%[activator]	3%
0%	25%	-7%	14%	CSc1nc(-c2ccccc2Cl)nc2c1Cc1c(CO)cnc(C)c1O2	-2	-8%	i	-17%	-7%
0%	-7%	-18%	32%	O=C(c1cc(C2CC2)nn1-c1ccccc1)N1CCN(c2ncc(C(F)(F)F)cc2Cl)CC1	3	-10%	-7%	-3%	5%
-1%	-1%	-21%	24%	O=C(CN1CCCCCC1)Nc1ccc(Br)cn1	0	0%	-1%	?	-1%
